TbPYK inhibitor = T. brucei pyruvate kinase inhibition | AID 624173 | 0.12% of 410,000 active | Q57TT1 | TbPYK enzyme, Kinase-Glo Plus ATP luminescence, 45 min | Potency, µM (highest dose often 76.8 µM), for the others: at the top dose activity, negative = inhibition, usual class: inhibitors; note: nearly all actives have a fitted effect of over 50% in size
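Screened from lowest to highest concentration, compounds were pinned into TbPYK/substrate mixtures, and ADP (130 uM final) was added. Plates sat at room temperature for 45 min prior to Kinase-Glo Plus detection by luminescence.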
LmPK inh = LmPK (Leishmania mexicana) enzyme inhibition | Q27686 | purified LmPK, Kinase-Glo ATP luminescence, 1 h | Potency, µM (top dose mostly 57.5 µM), for the others: top-dose activity change, negative = inhibition, usual class: inhibitors | 0.37% of 290,000 active | AID 1721
Target sequence (Q27686 whole entry, looked up): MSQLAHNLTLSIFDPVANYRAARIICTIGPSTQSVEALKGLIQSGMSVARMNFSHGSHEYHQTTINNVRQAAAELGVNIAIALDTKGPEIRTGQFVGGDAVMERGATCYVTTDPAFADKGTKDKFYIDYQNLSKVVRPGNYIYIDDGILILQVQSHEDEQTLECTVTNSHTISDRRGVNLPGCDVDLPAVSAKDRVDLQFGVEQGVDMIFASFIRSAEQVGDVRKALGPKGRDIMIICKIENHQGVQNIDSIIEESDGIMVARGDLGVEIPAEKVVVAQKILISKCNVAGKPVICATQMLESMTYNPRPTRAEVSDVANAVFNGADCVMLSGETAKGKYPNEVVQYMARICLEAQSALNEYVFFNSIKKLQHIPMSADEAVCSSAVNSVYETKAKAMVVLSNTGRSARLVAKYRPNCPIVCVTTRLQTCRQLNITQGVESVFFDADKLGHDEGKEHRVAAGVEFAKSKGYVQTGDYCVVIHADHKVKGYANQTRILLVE
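Pyruvate kinase activity monitored as ATP production (luciferase luminescence). Conditions: 0.1 nM enzyme, 0.5 mM PEP, 0.1 mM ADP, 1 h, RT; normalized against uninhibited and no-enzyme wells.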
Sm TGR inh = blocks Schistosoma mansoni thioredoxin glutathione reductase | Q962Y6 | purified TGR, DTNB reduction, TNB absorbance 405 nm | Potency, µM (doses to about 114 µM), inactives show top-dose activity change, negative = inhibition, most hits filed as inhibitors | 3% of 360,000 active | AID 485364; note: nearly all actives have a fitted effect of over 60% in size
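Kinetic colorimetric format: TGR-catalysed, NADPH-driven DTNB reduction monitored via TNB absorbance. Enzyme dispensed at 20 nM; compound exposure 15 min at room temperature before reaction start.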
Pf growth 96h = P. falciparum growth inhibition at 96 hours; 6.9% of 320,000 active; Potency, µM (highest dose often 28.7 µM), inactives show top-dose activity change, negative = inhibition, actives largely listed as inhibitors; P. falciparum luciferase reporter growth, 96 h
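Erythrocytes infected with luciferase-expressing P. falciparum were dispensed at 2% hematocrit and 0.05% parasitemia (final), then incubated with compounds 96 hours at 37 C in 5% CO2. Luminescence after detection reagent addition reported growth.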
Pf growth 48h = inhibits P. falciparum growth in the first generation, 48 h; P. falciparum luciferase growth in erythrocytes, 48 h; Potency, µM (doses to about 28.7 µM), without a hit: at the top dose activity change, negative = inhibition, hits mostly inhibitors; 5.9% of 310,000 active; AID 504832
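Parasite viability was followed by luminescence of a genomically integrated firefly luciferase. Cultures held 0.1% parasitemia at 2% hematocrit (final), incubated under 5% CO2 at 37 C.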
HCV inh = inhibitors of hepatitis C virus infection | 3.4% of 340,000 active | Potency, µM (highest dose often 41.8 µM), inactives show at the top dose activity change, negative = inhibition, usual class: inhibitors | Huh7.5.1 HCVcc-Cre infection, luciferase reporter, 44 h
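Reporter virus HCVcc-Cre (~0.5 moi) infects cells exposed to compound; seeding density 1,000 cells/well with 4 h settling beforehand. Luminescence, 15 sec read, taken 44 h post-infection following a 15 min RT substrate incubation.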
Starred values were filed as active, the others as inactive; u = inconclusive; x = not tested or not shown; & = joins results of further samples; [ ] = remark or other dose. Calls come from the whole dose curve; as a rule, active = well fitted curve in the direction sought with a large enough effect; inconclusive = small, poorly fitted or top-dose-only effect, or another doubt; inactive = no such curve, though single readings can be large; an effect the other way counts as inactive or inconclusive. % is set by controls: 0 for no effect and ±100 for the full control effect; potency is the fitted concentration of half-maximal effect.

The opening 4 entries, ahead of the listing:
Compound	TbPYK inhibitor	LmPK inh	Sm TGR inh	Pf growth 96h	Pf growth 48h	HCV inh
O=C(CCCOc1ccccc1)NCC1CCCO1 (stereo unspecified)	1%	0%	0%	-33%	32%[activator]	9%
COc1ccc(NC(=O)CSc2nnc(C3CC3)n2C)cc1S(=O)(=O)N1CCCCC1	-3%	x	-27%	u	u	-1%
CC1CCN(S(=O)(=O)c2ccc(NC(=O)c3ccccc3F)cc2)CC1	0%	2%	5%	13%	u	u
Cn1cc(C(=O)c2ccc(Cl)cc2Cl)cc1C(=O)NN	-5%	1%	0%	-3%	x	u

The whole of this part, previewed entries included:
Compound	TbPYK inhibitor	LmPK inh	Sm TGR inh	Pf growth 96h	Pf growth 48h	HCV inh
O=C(CCCOc1ccccc1)NCC1CCCO1 (stereo unspecified)	1%	0%	0%	-33%	32%[activator]	9%
COc1ccc(NC(=O)CSc2nnc(C3CC3)n2C)cc1S(=O)(=O)N1CCCCC1	-3%	x	-27%	u	u	-1%
CC1CCN(S(=O)(=O)c2ccc(NC(=O)c3ccccc3F)cc2)CC1	0%	2%	5%	13%	u	u
Cn1cc(C(=O)c2ccc(Cl)cc2Cl)cc1C(=O)NN	-5%	1%	0%	-3%	x	u
COc1ccc(-c2nnn(CC(=O)N3CCN(c4ccccc4OC)CC3)n2)cc1OC	2%	4%	u	u	u	-6%
CC(C(=O)O)N1C(=O)/C(=C/C=C/c2ccco2)SC1=S (stereo unspecified)	-8%	5%	7.1µM*	102%[activator]	5%	9%
O=C1C=C(c2cc(Cl)cc(Cl)c2)C[C@@H](c2ccc3c(c2)OCO3)C1	1%	x	2%	u	u	30%[activator]
CCN(CC)S(=O)(=O)c1ccc(N/N=C/c2cc(OC)ccc2O)nc1	-1%	0%	-1%	8.3µM*	4.7µM*	2.8µM*

Part of the list above in order of molecular weight, highest first.
Compound	TbPYK inhibitor	LmPK inh	Sm TGR inh	Pf growth 96h	Pf growth 48h	HCV inh
COc1ccc(NC(=O)CSc2nnc(C3CC3)n2C)cc1S(=O)(=O)N1CCCCC1	-3%	x	-27%	u	u	-1%
CCN(CC)S(=O)(=O)c1ccc(N/N=C/c2cc(OC)ccc2O)nc1	-1%	0%	-1%	8.3µM*	4.7µM*	2.8µM*
O=C1C=C(c2cc(Cl)cc(Cl)c2)C[C@@H](c2ccc3c(c2)OCO3)C1	1%	x	2%	u	u	30%[activator]
CC(C(=O)O)N1C(=O)/C(=C/C=C/c2ccco2)SC1=S (stereo unspecified)	-8%	5%	7.1µM*	102%[activator]	5%	9%

Next structures follow:
Compound	TbPYK inhibitor	LmPK inh	Sm TGR inh	Pf growth 96h	Pf growth 48h	HCV inh
Cc1cccc(OCc2nnc(SCC(=O)NCC3CCCO3)n2C)c1 (stereo unspecified)	-17%	3%	5%	-1%	-16%	-1%
Cc1cc(C)c(NC(=O)c2cc(=O)c3ccccc3o2)c(C)c1	-4%	2%	-5%	u	u	-9%
Brc1ccc(-c2csc(/N=C/N3CCOCC3)n2)cc1	1%	-5%	-7%	66%[activator]	75%[activator]	u
COc1ccc(OC)c(/C=N\NC(=O)c2cc3c(ccc4ccccc43)o2)c1	-13%	-6%	-12%	u	5%	u
CCN(CC)CCCNC(=O)/C(=C\c1cccn1C)NC(=O)c1cccs1	-7%	1%	2%	23%	-20%	0%
O=C(NCc1cccs1)C1CCC(=O)N(Cc2cccc(C(F)(F)F)c2)C1 (stereo unspecified)	-1%	2%	1%	u	u	20%
CCOc1cc(Br)c(CC(=O)NC2CCCCCC2)cc1OCC	6%	2%	0%	u	u	u
COc1ccccc1NC(=O)c1cc2c(CO)cnc(C)c2oc1=Nc1cc(OC)c(OC)c(OC)c1	5%	-6%	-9%	48%[activator]	1%	17%
Nc1nc2c(s1)C(=O)CC(c1ccccc1)C2 (stereo unspecified)	-7%	-4%	-13%	x	x	19%
CC1SC(C)C(=O)N(CC(=O)Nc2ccc([N+](=O)[O-])cc2)C1=O (stereo unspecified)	-19%	8%	5%	u	-2%	12%
O=C(NCCCNC(=O)c1ccccc1Cl)c1cnccn1	0%	4%	0%	23%	15%	0%
CN(CCOC(=O)c1ccc2c(c1)OCCO2)Cc1ccccc1	-1%	4%	-3%	35%[activator]	17%	-16%
N#Cc1c(NC(=O)CSc2nnc(-c3ccncc3)n2CC2CCCO2)sc2c1CCCC2 (stereo unspecified)	-9%	-2%	0%	u	17%	9%
Cc1ccc([N+](=O)[O-])c(C(=O)N/N=C/c2cccnc2)c1	-6%	7%	6%	u	u	17%
Cc1cc(NC(=O)CN2CCN(c3ccccn3)CC2)ccc1Br	2%	-9%	7%	0%	11%	-3%
Cn1c(=O)c2c(nc(CN3CCN(C(c4ccccc4)c4ccccc4)CC3)n2CCCO)n(C)c1=O	1%	-1%	0%	-5%	2.9µM*	-3%
CS(=O)(=O)N1CC2CCCN2c2cc(C(F)(F)F)ccc21 (stereo unspecified)	-26%	3%	7%	u	u	-24%
Cc1ccc(S(=O)(=O)N2[C@@H](c3ccccc3F)C(C(=O)O)=CC[C@H]2c2cccs2)cc1	-5%	x	-2%	u	-17%	19%
Cn1cnnc1Sc1cc(N2CCN(S(=O)(=O)c3ccc(Cl)c(Cl)c3)CC2)ccc1[N+](=O)[O-]	-6%	2%	-10%	-2%	12µM*	u
COc1cccc(NC(=O)C2C(c3ccccc3)C2(Cl)Cl)c1 (stereo unspecified)	3%	6%	3%	u	u	13µM*
O=C(Nc1ccc(F)cc1)c1ccccc1CC[N+](=O)[O-]	0%	3%	-4%	-3%	1%	-18%
COc1cc(OC)c2c(c1)OC(c1ccc(OC)c(OC)c1)C(O)C2=O (stereo unspecified)	-1%	0%	4%	-3%	1%	12%
CCN1CC(CN(C)Cc2nc(-c3ccco3)oc2C)CC1=O (stereo unspecified)	5%	-4%	u	u	0%	18%
COC(=O)[C@H]1C[C@@H]1[C@H](NS(=O)(=O)c1ccc2ccccc2c1)c1ccccc1	-1%	1%	-14%	u	2%	-9%
O=C1CCCC/C1=N\Nc1ccc(OCc2ccccc2)cc1	-7%	-7%	-3%	23%	0%	-11%
CCN(CC)C(=S)NC(=O)c1ccc(OC)c(Br)c1	-21%	-1%	-12%	-15%	u	33%[activator]
O=C(O)CN1C(=O)COc2ccc(S(=O)(=O)N3CCCCCC3)cc21	-8%	9%	9%	u	26%	22%
CSc1cc(C)n(-c2ccccc2)c(=S)c1C(C)=O	-4%	2%	-17%	6%	x	2%
COc1ccc(C(=O)Nc2ccc([N+](=O)[O-])cn2)cc1OC	2%	3%	1%	14%	37%[activator]	3%
CCN(CC)CCC(O)(c1ccccc1)C1CCCCC1 (stereo unspecified)	5%	0%	-7%	10%	u	-10%
CCC(C(=O)NCc1ccco1)N(C(=O)CNS(=O)(=O)c1ccc(C)cc1)c1ccccc1OC (stereo unspecified)	-5%	1%	0%	21%	4.1µM*	22%
Cc1cc(C)cc(NC(=O)COC(=O)c2ccc3c(c2)OCCO3)c1	6%	x	-1%	15%	3%	-2%
COc1ccc(-c2onc(C)c2-c2ccc(C(=O)OC(C)C)o2)c(O)c1	0%	0%	6%	-9%	1.3µM*	6.3µM*
COC(=O)c1cc(S(=O)(=O)NCc2cc(OC)c(OC)c(OC)c2)cn1C	-3%	5%	-2%	25%	8%	3%
CC(C)C(OC(=O)c1ccc(Cl)nc1)C(=O)NC1CCCCC1 (stereo unspecified)	0%	0%	-11%	3%	8%	25%
NC1=NC(=O)C(CC(=O)Nc2ccc3c(c2)OCO3)S1 (stereo unspecified)	2%	4%	-24%	u	37%[activator]	6%
CC(=O)c1c(C)oc2ccc(N(C(C)=O)S(=O)(=O)c3cccc4cccnc34)cc12	-9%	4%	-8%	u	u	u
CCOC(=O)CSc1nc2c(sc(=S)n2-c2ccccc2OC)c(=O)n1Cc1ccco1	-5%	10%	-5%	9%	u	2.8µM*
C=CCNC(=O)c1onc(CSc2cccc3ccccc23)c1C(=O)O	9%	12%	0%	74%[activator]	42%[activator]	-5%
CCOC(=O)N1CCN(CC(=O)Nc2nc3ccc(OC)cc3s2)CC1	7%	-2%	0%	u	25%	-25%
S=c1nc(-c2cc(Cl)cc(Cl)c2)[nH][nH]1	-35%	-12%	3%	40%[activator]	1%	0%
COc1ccc(-c2nc(SCC(=O)Nc3cccc(S(N)(=O)=O)c3)n[nH]2)cc1	4%	x	1%	78%[activator]	31%[activator]	u
O=C(CSc1nnc(Cn2nnc3ccccc32)o1)Nc1cccc(Cl)c1	2%	6%	-1%	119%[activator]	13%	17%
O=C(COC(=O)c1ccc(Cl)nc1)Nc1cccnc1Cl	3%	x	-6%	29%	43%[activator]	15%
CCCN1CCC(NC(=O)Nc2ccccc2C(=O)OC)CC1	4%	-8%	-19%	-19%	x	-19%
Cc1cc(-c2ccc(S(=O)(=O)N(C)c3ccc(C)c(C)c3)s2)on1	3%	-2%	4%	-7%	-15%	11µM*
COc1ccccc1CNC(=O)COC(=O)c1ccccc1-c1ccccc1	1%	x	-6%	u	u	u
COc1ccc(/C=C2\N=C3CCCCCN3C2=O)cc1	0%	0%	47%[activator]	16%	10%	0%
COCCOC(=O)C1=C(C)Nc2nc(C)nn2C1c1ccc(F)cc1 (stereo unspecified)	3%&5%	0%	15%	x	-14%	4%&6%
CO/N=C/NC(=O)c1c(OC)ccnc1Oc1ccccc1	1%	-7%	11%	153%[activator]	7%	14%
O=C(NCCCN1CCN(c2ccccc2F)CC1)C1CC(=O)N(C2CCCC2)C1 (stereo unspecified)	-9%	2%	2%	12µM*	x	-2%
Cn1c(CCN2CCOCC2)nc2cc(NS(=O)(=O)c3ccccc3)ccc21	-2%	1%	-18%	8%	4%	-5%
Cc1cc(Cl)ccc1OCCCC(=O)NCCc1nnc2ccccn12	-5%	3%	-1%	-4%	-13%	12%
CC1CCN(CC(=O)Nc2cc(C(F)(F)F)ccc2Cl)CC1	-8%	1%	-3%	-6%	-13%	22%
Cc1ccc(-c2nn(CCC#N)cc2C(=O)O)cc1C	-2%	0%	45%[activator]	12%	6%[5.75 µM]	4%
CC1C(=O)C(C)(C)C(=O)OC1c1ccc([N+](=O)[O-])cc1 (stereo unspecified)	1%	7%	-13%	13%	-3%	9%

Following part:
Compound	TbPYK inhibitor	LmPK inh	Sm TGR inh	Pf growth 96h	Pf growth 48h	HCV inh
CC(C)CC(NC(=O)C1CCC(=O)N1C(=O)OCc1ccccc1)C(=O)NC(Cc1ccccc1)C(N)=O (stereo unspecified)	1%	1%	7%	7%	10µM*	26%
COc1cccc(NC(=O)NNC(=O)c2ccc3c(c2)NC(=O)C(C)(C)O3)c1	2%	-4%	5%	-6%	u	1%
COc1ccc(C)cc1NC(=O)C(=O)N1CCCC1	1%	1%	1%	u	30%[activator]	-10%
O=C(Nc1cccc(Cl)c1)c1ccc(S(=O)(=O)NCC2CCCO2)cc1 (stereo unspecified)	u	-6%	1%	24%	8%	u
CC(=O)c1cccc(CN2CCC(CO)(Cc3ccccc3)CC2)c1	4%	3%	-15%	-1%	-8%	-1%
CC/C(=N\O)C(C)(C)/[N+]([O-])=C/c1ccc(Br)cc1	-2%	3%	0%	-9%	13%	x
Cc1ccccc1N1CCN(C(=O)NCc2cccc(Cl)c2)CC1	1%	4%	0%	u	u	-27%
O=C(CSc1ccc(Br)cc1)Nc1cccc(S(=O)(=O)N2CCOCC2)c1	5%	x	0%	-3%	u	u
Cc1nc2ccccc2c(=O)n1-c1ccccc1[N+](=O)[O-]	4%	-1%	x	13%	-5%	-9%

Screening data from PubChem BioAssay.
